Compound activity from PubChem BioAssay.
procasp7 counter: counter-screen for procaspase-3 activators: activators of human procaspase-7 | 0.093% of 330,000 active | AID 463210 | recombinant procaspase-7, Ac-DEVD-pNA absorbance 405 nm; D23A/D198A/D206A triple mutant, cannot self-cleave; scale: DMSO 0, 5 µM enzyme 100 | P55210 | activation, % at 8.5 µM;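 active means percent activation above the screen-wide mean plus 3 SD, cut at about 25% in these data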
Target sequence (P55210 whole entry D23A/D198A/D206A): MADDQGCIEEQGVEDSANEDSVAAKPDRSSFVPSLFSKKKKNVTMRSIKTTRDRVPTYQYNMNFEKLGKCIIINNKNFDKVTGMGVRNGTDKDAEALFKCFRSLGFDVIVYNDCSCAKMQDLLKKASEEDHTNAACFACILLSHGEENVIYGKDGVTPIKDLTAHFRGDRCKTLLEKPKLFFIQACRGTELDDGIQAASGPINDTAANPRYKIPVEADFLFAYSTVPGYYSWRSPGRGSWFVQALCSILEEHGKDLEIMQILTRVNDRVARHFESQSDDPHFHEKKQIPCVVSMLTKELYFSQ
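System: Uncleavable procaspase-7 mutant enzyme; Amount: 2 µM procaspase-7 mutant as dispensed; Schedule: 1 h compound preincubation, 2 h substrate cleavage, 25 °C; Measured by: 405 nm absorbance of p-nitroaniline; Evaluation: percent activation from buffer-corrected 0–120 min absorbance change; Control set: low DMSO alone, high DMSO plus 5 µM PC-7.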
PP1 inh: blocks human PP1-alpha phosphatase, a PP5 counter-screen; P62136; purified PP1alpha, OMFP fluorescence; inhibition, % at 6.7 µM; 0.9% of 320,000 active;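 active means inhibition above the mean inhibition of all tested compounds plus 3 SD, computed separately for each screening campaign, cut at about 15% in these data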
PAFAH2 inh: inhibitors of human PAFAH2 | recombinant PAFAH2, FP-rhodamine activity probe, fluorescence polarization | Q99487 | 0.99% of 340,000 active | inhibition, % at 3.39 µM;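 active means inhibition above the mean over all tested compounds plus 3 SD, cut at about 30% in these data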;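 further: inhibitors block probe labeling of enzyme so polarization drops; 0% = enzyme with DMSO and 100% = wells lacking PAFAH2 protein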
AHR act: human AHR activation; P35869; AHR-responsive luciferase reporter cells, luminescence; activation, % at 5 µM; 2.5% of 320,000 active; in the data active means activation above about 47%;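 further: 0% = vehicle wells and 100% = reference agonist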
CTSL1 counter: blocks F. hepatica cathepsin L1 in PFM18AAP counter-screen; recombinant F. hepatica cathepsin L1, Z-Leu-Arg-MCA fluorescence; inhibition, % at 5.96 µM; 0.49% of 300,000 active; AID 1906;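 active means inhibition above the mean of all tested compounds plus 3 SD, set per screening campaign, cut at about 17% in these data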;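 further: 0% = plate median of test compound wells and 100% = 1 µM Z-Phe-Ala-diazomethylketone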
TPT1 inh: C. albicans TPT1 enzyme inhibition | recombinant caTPT1, FP RNA substrate dephosphorylation | inhibition, % at 5 µM | 0.81% of 300,000 active | AID 1962;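 active means inhibition above the mean of all tested compounds plus 3 SD, set per screening campaign, cut at about 24% in these data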;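 further: plate controls were DMSO alone for no effect and ferristatin control at 100 nM for full effect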
PP5 primary: inhibitors of human protein phosphatase 5 (PP5); inhibition, % at 6.7 µM; 0.18% of 320,000 active; P53041; purified PP5c, OMFP substrate fluorescence; AID 1987;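 active means inhibition above the campaign's mean inhibition across all tested compounds plus 3 SD, cut at about 9.5% in these data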;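 further: 0% = DMSO only and 100% = 100 µM cantharidin control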
Target sequence (P53041 whole entry, looked up): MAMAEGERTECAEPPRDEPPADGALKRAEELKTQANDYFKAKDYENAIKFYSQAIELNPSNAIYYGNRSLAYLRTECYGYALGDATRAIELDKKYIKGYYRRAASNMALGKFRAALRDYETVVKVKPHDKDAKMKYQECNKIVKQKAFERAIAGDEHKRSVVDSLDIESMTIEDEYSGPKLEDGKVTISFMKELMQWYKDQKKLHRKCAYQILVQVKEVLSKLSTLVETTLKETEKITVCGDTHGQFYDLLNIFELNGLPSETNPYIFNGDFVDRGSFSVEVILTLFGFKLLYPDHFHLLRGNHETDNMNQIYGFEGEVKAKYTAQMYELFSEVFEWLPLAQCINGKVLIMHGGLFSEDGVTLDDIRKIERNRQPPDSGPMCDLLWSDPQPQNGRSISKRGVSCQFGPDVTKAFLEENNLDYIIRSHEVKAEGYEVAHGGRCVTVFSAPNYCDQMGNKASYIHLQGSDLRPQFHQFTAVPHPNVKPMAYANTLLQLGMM
HCV core dimer: blocks dimerization of HCV core protein; TR-FRET GST/Flag-core106 dimerization, 1536-well; inhibition, % at 5 µM; 0.33% of 300,000 active;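 active means inhibition above the mean of all tested compounds plus 3 SD, set per screening campaign, cut at about 45% in these data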
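Assay system – GST-tagged and Flag-tagged HCV core protein residues 1-106 · Quantity – core106 proteins, GST 13.5 nM and Flag 17 nM · Benchmarks – unlabelled core106 and no-GST-core106 wells · Read-out basis – percent inhibition of core106 dimerization signal · Detection – time-resolved FRET, ex 340 nm, em 617 and 671 nm · Schedule – 4 h at 22.5 °C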
procasp3 activ: activators of human procaspase-3 | P42574 | recombinant procaspase-3 D3A, Ac-DEVD-pNA absorbance 405 nm | activation, % at 8.5 µM | 0.11% of 330,000 active;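 active means activation above the mean of all tested compounds plus 3 SD, cut at about 21% in these data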;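 further: 0% = DMSO alone and 100% = DMSO wells spiked with extra 5 µM PC-3 D3A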
Target sequence (P42574 whole entry D9A/D28A/D175A): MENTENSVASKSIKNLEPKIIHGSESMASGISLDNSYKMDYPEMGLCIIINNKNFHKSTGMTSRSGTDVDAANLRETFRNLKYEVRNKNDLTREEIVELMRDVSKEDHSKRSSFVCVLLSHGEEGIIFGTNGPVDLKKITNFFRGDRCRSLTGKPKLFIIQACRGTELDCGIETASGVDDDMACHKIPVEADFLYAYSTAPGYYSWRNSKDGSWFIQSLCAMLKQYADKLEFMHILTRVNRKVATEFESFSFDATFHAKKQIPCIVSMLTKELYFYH
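Test system: Procaspase-3 D3A mutant, all three cleavage aspartates alanine | Dosing: Single dose, 8.5 µM nominal compound, 0.8% DMSO | Schedule: 1 h preincubation, 2 h reaction | Technique: 405 nm absorbance of p-nitroaniline, reads at 0 and 120 min | Repeats: One well per compound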
Starred values were filed as active, the others as inactive; nt = no result given.

SMILES | procasp7 counter | PP1 inh | PAFAH2 inh | AHR act | CTSL1 counter | TPT1 inh | PP5 primary | HCV core dimer | procasp3 activ
CC12CCC(C(=O)N(CC(O)CN3CCN(Cc4ccccc4)CC3)C1=O)C2(C)C (configuration not stated) | 8 | -3 | nt | -1 | -1 | 2 | 0.3 | -2 | -3
CCOc1ccccc1NS(=O)(=O)c1cc2c3c(c1)CC(=O)N3CCC2 | 5 | -4 | 8 | 0 | 3 | 0 | -0.5 | 5 | 15
Cc1sc2c(c1C)c(=O)n(-c1ccc(Cl)cc1)c(=O)n2Cc1cc(=O)n2ccccc2n1 | 5 | -3 | -7 | 4 | 1 | 1 | 3.4 | 10 | 9
Cc1ccc(Nc2nc(C(=O)N3CCC(C(=O)NC(C)C)CC3)cs2)cc1 | 3 | -3 | -6 | 0 | 1 | 1 | -1.9 | 1 | 0
N=c1n(CCN2CCCC2)c2ccccc2n1CC(O)c1ccco1 (configuration not stated) | 2 | 1 | 9 | 0 | -1 | -3 | -0.3 | -2 | 11
O=C(Oc1ccccc1F)c1ccc2c(=O)n3c(nc2c1)CCC3 | -1 | -3 | 7 | 1 | 5 | 0 | -0.4 | -1 | 15
COc1ccc(CCNC(=O)CSc2nnc(CNC(=O)c3ccco3)o2)cc1OC | 7 | -3 | 0 | 0 | 1 | 0 | -1.4 | -2 | 3
Cc1ccc(C2=CC(c3ccccc3)n3ncnc3N2)cc1 (configuration not stated) | -4 | 0 | -1 | 0 | -2 | -5 | -1.0 | -9 | -4
O=C(NCC1CCN(Cc2ccc(F)cc2)CC1)Nc1cc(F)ccc1F | -8 | 2 | 8 | 2 | 0 | 3 | 2.7 | -2 | -2
Cc1cc(C)cc(NC(=O)Nc2ccc3ccccc3n2)c1 | 2 | -7 | -2 | 56* | 1 | -2 | -4.3 | -4 | -6
Cc1ccc(CCNC(=O)CN2C(=O)COc3ccc(S(=O)(=O)N4CCC(C)CC4)cc32)cc1 | 0 | 2 | -2 | 3 | 4 | -2 | 3.2 | -2 | 3
Cc1ccc(-c2nc(CSCC(=O)Nc3cc(C)on3)c(C)o2)cc1 | 8 | -4 | 2 | -10 | -1 | 3 | 3.0 | -6 | 0
CN(NC(=O)C1CC(=O)N(c2ccccc2)C1)C1=NS(=O)(=O)c2ccccc21 (configuration not stated) | 10 | 1 | 0 | 3 | -1 | -1 | -0.7 | 2 | 2
CCN(CC)CCCN1C(=O)C(O)=C(C(=O)c2ccco2)C1c1ccc(C)o1 (configuration not stated) | -57 | -1 | 1 | 0 | -6 | -7 | 2.0 | 3 | -17
Cc1ccnc(SC2CC(=O)N(c3ccc([N+](=O)[O-])cc3)C2=O)n1 (configuration not stated) | -20 | 1 | 2 | 1 | 8 | -9 | -0.9 | -4 | -19
Cc1ccc(-c2nn(CCC(=O)O)cc2CCC(=O)O)cc1 | -1 | -2 | 8 | 1 | -2 | 0 | 1.9 | 0 | 5
Cc1ccc(NC(=O)COC(=O)CCC(=O)c2ccc(C(C)(C)C)cc2)c([N+](=O)[O-])c1 | -4 | 4 | 0 | -2 | -4 | -3 | 1.9 | 9 | -1
COc1ccc(C)cc1NC(=O)C(OC(=O)C1CC1)c1ccccc1 (configuration not stated) | 7 | -10 | 5 | 55* | -60 | 3 | 1.6 | 8 | 0
O=C(CSc1n[nH]c(-c2cccnc2)n1)Nc1ccccc1[N+](=O)[O-] | -6 | 3 | 2 | 14 | 0 | -1 | -0.1 | 8 | -3
O=c1cc2ncc(-n3cc([N+](=O)[O-])cn3)cn2[nH]1 | -24 | -1 | -1 | 1 | -6 | 3 | -0.1 | -4 | -28
c1ccc(COc2cccc(CNCc3cccnc3)c2)cc1 | -4 | -3 | 4 | 4 | -1 | 4 | -0.6 | -3 | -3
Cc1ccc2nc(-c3ccc(F)cc3)nc(SCC(=O)NCC3CCCO3)c2c1 (configuration not stated) | 1 | -1 | 2 | 3 | 0 | -3 | 1.3 | 2 | 2
Cc1[nH][nH]c(=O)c1C(c1ccc(Cl)cc1)c1c(C)[nH][nH]c1=O | -5 | -2 | -7 | -1 | -1 | 1 | -2.6 | 10 | -2
O=C(Nn1cnnc1)c1ccccc1-c1ccccc1 | -5 | -1 | -7 | 2 | 1 | 0 | 0.0 | -2 | -5
COc1ccc(C2c3[nH]c4ccccc4c3CCN2C(=O)Cc2nonc2C)c(F)c1 (configuration not stated) | -1 | 3 | 0 | 20 | 0 | 2 | 2.9 | 6 | 4

(more compounds)
SMILES | procasp7 counter | PP1 inh | PAFAH2 inh | AHR act | CTSL1 counter | TPT1 inh | PP5 primary | HCV core dimer | procasp3 activ
O=C(Nc1ccc(N2CCOCC2)c(Cl)c1)c1ccc(S(=O)(=O)N2CCOCC2)cc1 | 2 | 2 | 5 | 1 | 0 | -2 | 3.4 | -9 | 2
O=C(Nc1ccccc1)c1cc([N+](=O)[O-])ccc1N1CCCCC1 | -5 | nt | -3 | 2 | nt | nt | nt | nt | 2
COc1ccccc1CCC(=O)N(C)C1CCCN(Cc2ccccc2F)C1 (configuration not stated) | -8 | -1 | -6 | 0 | 4 | -1 | -1.7 | 6 | -6
Cc1ccc([N+](=O)[O-])cc1NC(=O)/C=C/C(=O)O | -14 | -2 | 3 | 3 | -4 | 1 | -1.2 | -2 | -11
O=C(Nc1ccc(N=Nc2ccccc2)cc1)c1cccc(Cl)c1 | -5 | 3 | -6 | -5 | -2 | -4 | 1.6 | 0 | 5
CCNC1CCS(=O)(=O)C1 (configuration not stated) | -1 | -3 | -4 | -2 | -2 | 1 | 0.5 | -1 | -1
Cc1ccc(CNC(=O)c2oc3ccc(S(=O)(=O)N4CCOCC4)cc3c2C)cc1 | -1 | 0 | -6 | 1 | -1 | -4 | 3.7 | -13 | 3
CN(C)CCN(C(=O)c1ccc(S(=O)(=O)N2CCc3ccccc32)cc1)c1nc2ccc(F)cc2s1 | -4 | -3 | -11 | 18 | 1 | -3 | 1.2 | 28 | -3
CCOC(=O)C1CCN(Cc2cccc(OC)c2)CC1 | 4 | -1 | 2 | 0 | -1 | -2 | 0.7 | -5 | 5
Cc1cccc(NC(=S)N2CCCC2)c1 | 2 | 2 | -9 | -2 | 1 | -1 | 0.4 | 0 | 7
COc1cc(CNC(C)(C)CO)cc(Br)c1OCc1ccc(Cl)cc1Cl | 4 | 7 | -5 | 5 | -3 | 0 | 1.5 | -20 | 4
COc1ccc(Oc2nc(OC)cc(OC)n2)cc1 | 3 | -3 | -6 | 5 | -2 | -2 | -0.4 | 4 | 2
Oc1ccc(/C=N/N(Cc2ccccc2)c2ccccc2)cc1 | 1 | -1 | 7 | 3 | 7 | -5 | -1.0 | -5 | -3
Cc1ccc(S(=O)(=O)c2nnn(-c3cccc(F)c3)c2N)cc1 | 2 | 0 | -3 | -1 | -8 | -1 | 3.3 | -2 | 6
COc1ccc(S(=O)(=O)N2CCC(C(=O)NC3CCCCC3)CC2)cc1C | 14 | -2 | -3 | -1 | 0 | 1 | 2.0 | -2 | 0
COc1ccc(-n2nc(C(=O)NCc3ccco3)c3c4ccccc4n(C)c3c2=O)cc1 | 6 | -5 | 3 | 18 | 2 | -1 | 1.2 | 23 | -3
Nc1ncnc2c1ncn2[C@@H]1O[C@H](CNCc2cn(CC(=O)NC3CC3)c3ccccc23)[C@@H](O)[C@H]1O | 4 | nt | 5 | -1 | nt | nt | nt | nt | -4
CCC1(CC)NC(=O)N(CC(=O)OCC(=O)NC(=O)c2ccccc2)C1=O | 9 | -2 | 6 | -1 | -36 | -1 | 0.9 | -2 | -1
COc1ccc(S(=O)(=O)N2c3ccccc3OCC2C)cc1 (configuration not stated) | 0 | 1 | nt | 2 | -1 | 1 | 2.5 | -3 | -4
O=C(CSc1nncs1)NC(=O)Nc1ccc2c(c1)OCCO2 | 2 | -4 | 2 | 11 | -4 | 2 | -0.3 | -2 | 1
CC(CS(=O)(=O)c1ccccc1[N+](=O)[O-])N1CCOCC1 (configuration not stated) | -4 | -1 | 1 | 2 | -2 | -2 | 3.9 | 3 | 1
COc1cc(C(=O)NCC(c2cccs2)N2CCc3ccccc32)cc(OC)c1OC (configuration not stated) | 12 | -3 | 5 | 48* | 2 | 3 | 2.1 | 2 | -1
CC1CN(S(=O)(=O)c2cc(C(=O)NCCCN3CCCC3=O)ccc2Cl)CC(C)O1 (configuration not stated) | 5 | nt | -6 | -1 | nt | nt | nt | nt | 5
Cc1ccc(C)c(CSc2nnc(-c3cccnc3)n2N)c1 | 5 | -3 | -9 | 11 | -2 | -1 | 1.7 | -1 | 3
CN(CC(=O)Nc1ccc(F)cc1)C(=O)c1cccc(S(=O)(=O)N2CCN(c3ccc(F)cc3)CC2)c1 | -1 | -2 | 4 | 1 | 5 | 2 | 2.4 | -7 | 3

With a hit mark in AHR act, among the entries above:
canonical_smiles	PAFAH2 inh	AHR act	TPT1 inh	PP5 primary	HCV core dimer	procasp3 activ
Cc1cc(C)cc(NC(=O)Nc2ccc3ccccc3n2)c1	-2	56*	-2	-4.3	-4	-6
COc1ccc(C)cc1NC(=O)C(OC(=O)C1CC1)c1ccccc1 (configuration not stated)	5	55*	3	1.6	8	0
COc1cc(C(=O)NCC(c2cccs2)N2CCc3ccccc32)cc(OC)c1OC (configuration not stated)	5	48*	3	2.1	2	-1

Remaining list, next part:
SMILES | procasp7 counter | PP1 inh | PAFAH2 inh | AHR act | CTSL1 counter | TPT1 inh | PP5 primary | HCV core dimer | procasp3 activ
O=C(NC(=S)Nc1ccccc1)c1ccc(-c2ccccc2)cc1 | 6 | -2 | 5 | -3 | 0 | 0 | -3.2 | 11 | -12
CCOC(=O)C(C)n1cnc2sc3c(c2c1=O)CCC3 (configuration not stated) | 8 | -2 | 8 | 0 | 1 | 10 | 2.2 | 10 | 1
CC(NC(=O)c1ccccc1)C(=O)N/N=C/c1ccco1 (configuration not stated) | 1 | -1 | -7 | 1 | -2 | -3 | 0.1 | -10 | -8
CCCCc1nc2sc3c(=O)n(N)cnc3c2c2c1CCCC2 | -2 | -2 | 8 | 2 | 4 | 0 | 0.9 | -19 | 7
O=C(OCC(=O)c1ccc(Cl)s1)c1ccc(CO)cc1 | 1 | -4 | 61* | 4 | 0 | 1 | 0.5 | 4 | 0
O=C(O)C1C2C=CC(O2)C1C(=O)NCc1ccccc1Br (configuration not stated) | -23 | 9 | 13 | 7 | 1 | 2 | 4.9 | -2 | -10
CCOc1ccc(Br)cc1C(=O)Nc1ccc(C(=O)NCC(C)C)cc1 | 3 | 8 | -4 | -1 | -3 | -4 | 1.4 | 23 | -6
NC(=O)Cn1c(=O)n(C2CCCCC2)c(=O)c2c3c(sc21)CCCCC3 | 6 | 2 | 5 | 1 | 1 | 0 | 3.6 | 11 | 4
O=C(c1ccc([N+](=O)[O-])cc1)N1CCN(C(=O)c2cccnc2)CC1 | -4 | -7 | -5 | 4 | 0 | 1 | 3.1 | -8 | 8
CC1Cc2ccccc2N1C(=O)CSc1nnc(-c2ccccc2)c(-c2ccccc2)n1 (configuration not stated) | -3 | 7 | 4 | 13 | 2 | -2 | 2.1 | -61 | -1
